From PubChem BioAssay
M. tuberculosis HTS = M. tuberculosis growth inhibition, HTS (AID 449762); M. tuberculosis H37Rv growth inhibition, 7H9 media; higher % means a stronger effect; inhibition, % at 25 µM; hits with a dose series show IC50 in µM; 330,000 tested, 0.59% active; in the data active = a potency from the dose series; inconclusive = inhibition above about 70% without an active follow-up result;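 also: bacterial growth assessed after seven days of incubation; strong numbers were not always called active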
VEEV TC-83 Vero = inhibitors of VEEV TC-83 cytopathic effect, confirmation, Vero cells (AID 588727) | Vero cells, VEEV TC-83 cytopathic effect inhibition; higher % means a stronger effect | inhibition, % at 20 µM, or IC50 in µM where a hit was titrated | 350,000 tested, 0.13% active; in the data active = a potency from the dose series; inconclusive = inhibition mostly from about 14% at the one dose, without a potency; inactive = the rest, 99 in 100 with inhibition below about 12%; also: strong numbers were not always called active
Salmonella PhoP GFP = PhoP regulon inhibitors, Salmonella typhi PhoP promoter GFP reporter, confirmatory (AID 1850) | Salmonella Typhi PhoP-promoter GFP reporter, fluorescence, 4 h; higher % means a stronger effect | 310,000 tested, 0.33% active | one-dose inhibition, % at 50 µM; IC50 in µM for titrated hits; in the data active = a potency from the dose series; inconclusive = inhibition mostly from about 25% at the one dose, without a potency; inactive = the rest, 99 in 100 with inhibition below about 19%;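 also: 0% = induced wells with vehicle and 100% = uninduced wells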
M. tuberculosis = growth inhibition of non-replicating M. tuberculosis (AID 488890) | 320,000 tested, 0.39% active | Mycobacterium tuberculosis non-replicating, growth inhibition; higher % means a stronger effect | inhibition, % at 25 µM; hits with a dose series show IC50 in µM; in the data active = a potency from the dose series; inconclusive = inhibition mostly from about 82% at the one dose, without a potency; inactive = the rest, 99 in 100 with inhibition below about 76%;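 also: plate controls were DMSO cells for no effect and high antibiotic wells for full effect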
H1N1 NS1A inhibition = H1N1 influenza NS1A inhibitors, functional cell based assay (AID 504329); NS1A functional cell-based assay, percent inhibition; higher % means a stronger effect; inhibition, % at 12.5 µM, or IC50 in µM where a hit was titrated; 340,000 tested, 0.3% active; in the data active = a potency from the dose series; inconclusive = inhibition above about 27% without an active follow-up result; also: strong numbers were not always called active
VEEV TC-83 Vero 10K pilot screen = recorded beside VEEV TC-83 Vero, whose call it bears; inhibition, %; measured here: 10K pilot screen inhibition
The depositor's hits bear a star; i = inactive; u = inconclusive; x = no result given.

SMILES	M. tuberculosis HTS	VEEV TC-83 Vero	Salmonella PhoP GFP	M. tuberculosis	H1N1 NS1A inhibition	others
CC(C)CN(CC(C)C)c1nnc(NC(=O)Cn2c(=O)oc3ccccc32)s1	-2%	0.9%	x	x	5%
Cc1cc(C)c2ccc(=O)n(CC(=O)N/N=C/c3ccccc3Cl)c2n1	-4%	1.6%	1%	-9%	0%
Cc1c(N=C2NN=C(c3ccc(Cl)cc3)CS2)c(=O)n(-c2ccccc2)n1C	-4%	1.7%	-9%	11%	-11%
O=c1[nH]c2cc(Cl)c(Cl)cc2o1	x	6.5%	x	x	-8%
O=S(=O)(Cc1cc(Cl)nc(-c2ccccc2)n1)c1ccccc1	0%	i	-11%	-11%	-11%
Cc1ccc(C)c(-c2ccc(=O)n(Cc3c(F)cccc3Cl)n2)c1	17%	4.3%	3%	33%	4%
O=C(NCCCNC(=O)c1ccco1)c1ccc(Cl)c(Cl)c1	2%	1.4%	3%	-1%	10%
CCN(C(=O)N1CCOCC1)c1ccccc1	0%	0.1%	-2%	-9%	18%
O=C(NCc1cccnc1)C1COc2ccccc2O1 (stereo not given)	x	0.1%	x	x	4%
Cc1cccc(-n2c(Cc3ccccc3)nnc2SCC(=O)N2CCOCC2)c1	-8%	0.0%	6%	2%	0%
O=C(N/N=C/c1cccs1)c1n[nH]c2c1CCCC2	-4%	0.7%	-11%	4%	-20%
Cc1nn(-c2cccc3cccnc23)c(=O)c2ccccc12	-8%	1.2%	10%	x	0%
N#C/C(=C/c1ccc(N2CCCCCC2)o1)c1ccc(F)cc1	15%	1.9%	2%	77%	1%
Cn1c(SCC(=O)NC(=O)Nc2ccccc2)nnc1-c1ccncc1	-2%	i	3%	-3%	x
COc1cccc(OCCSc2nc(C)c(Cc3ccccc3)c(=O)[nH]2)c1	-1%	0.3%	2%	-10%	1%
CC(C)CN(C(=O)C1CCCO1)C1CCS(=O)(=O)C1 (stereo not given)	3%	8.8%	-2%	-11%	-6%
Cc1cc(C(=O)NCc2ccccc2Cl)n(-c2ccccc2)n1	6%	0.7%	0%	9%	-6%
Cc1cc(O)c(-c2ccno2)cc1Cl	6%	3.3%	-8%	68%	-1%
O=C(O)C(c1ccccc1)N1C(=O)/C(=C\c2ccc(-c3ccc(Br)cc3)o2)SC1=S (stereo not given)	x	1.5%	x	x	7%
O=C(COC(=O)c1cc([N+](=O)[O-])ccc1N1CCOCC1)c1ccccc1Cl	5%	6.8%	-1%	0%	8%
COCCN1C=C(C(=O)OC)C(c2ccccc2Cl)C(C(=O)OC)=C1	1%	1.1%	-2%	12%	-5%
COc1ccc2o/c(=N\O)c(C(=O)Nc3ccccc3OC)cc2c1	43%	u	-18%	75%	2%
O=C(Nc1ccc(S(=O)(=O)Nc2nccs2)cc1)C1CC(=O)N(c2ccc(Cl)cc2)C1 (stereo not given)	-3%	1.9%	9%	44%	-5%
CN(C)/C=C/C1=C([N+](=O)[O-])C(c2cccc([N+](=O)[O-])c2)NC(=O)N1 (stereo not given)	-1%	0.9%	0%	2%	-11%
COc1ccc(NC(=O)CCCNC(=O)Cn2cnc3sc(C)c(C)c3c2=O)cc1Cl	-8%	1.0%	7%	-6%	6%
The list continues.
SMILES	M. tuberculosis HTS	VEEV TC-83 Vero	Salmonella PhoP GFP	M. tuberculosis	H1N1 NS1A inhibition	others
Cn1c(SCC(=O)C(C)(C)C)nnc1-c1ccccn1	-20%	i	6%	64%	-1%
Cc1ccc(NC(=O)C2CC(=O)N/C(=N/N=C/c3ccco3)S2)cc1 (stereo not given)	-5%	i	-6%	-3%	14%
COc1cc(CN2CCC(CO)(CCOc3ccccc3)CC2)cc(OC)c1	10%	i	0%	16%	0%
Nc1nc(F)cc(NCc2ccccc2)n1	-10%	i	-5%	6%	5%
Brc1cccc(CNCc2cccs2)c1	-2%	1.1%	-6%	17%	-4%
COc1ccc(-n2c(Cc3cccn3C)nnc2SCC(=O)N2CCCc3ccccc32)cc1	-1%	0.3%	10%	29%	8%
O=C(O)c1ccccc1SCC(=O)N1CCCCC1	-12%	0.1%	-13%	-3%	2%
CC(C)c1nnc(NC(=O)C2CCN(C(=O)c3ccco3)CC2)s1	2%	3.1%	2%	3%	-10%
C=CCOC(=O)C1=C[C@H](c2ccc(Br)cc2)C[C@H](OCc2ccc(CO)cc2)O1	5%	0.8%	-3%	73%	0%
CC1CCCCN1C(=O)CN1C(=O)NC2(CCCCC2C)C1=O (stereo not given)	4%	1.6%	x	-25%	-10%
CC(/C=N/NC(=O)c1cccc(F)c1)=C\c1ccccc1	21%	7.8%	7%	29%	-5%
Cc1nn(Cc2noc(C(=O)NCCc3ccccn3)n2)c(C)c1Br	-3%	i	-10%	7%	10%
Cc1cc(C(=O)Nc2ccccc2C(=O)O)c(C)o1	0%	1.2%	-2%	-2%	-3%
Cc1ccc(S(=O)(=O)NCc2ccco2)c(C)c1C	-1%	i	-1%	-3%	5%
Cc1cc(C)c(N=Cc2c(O)n(-c3nccs3)c(=O)c3ccccc23)c(C)c1	39%	10%	12%	18%	16%
O=c1c2ccccc2n2c(=S)[nH]nc2n1-c1ccccc1	-8%	1.1%	-17%	-17%	0%
Cc1nnc(SCC(=O)N(C)c2ccccc2)n1Cc1ccccc1	1%	i	1%	7%	0%
O=C(CSc1nc2ccccc2n1Cc1ccc(Cl)cc1)N/N=C/c1ccc(C(=O)O)cc1	-5%	2.1%	8%	1%	-3%
Cc1noc(C)c1CSCC(=O)Nc1cc(C(F)(F)F)ccc1N1CCCCC1	-9%	7.5%	12%	4%	-4%
CCO[C@@H]1OC(C(=O)NC2CC2)=C[C@H](c2coc3ccccc3c2=O)[C@H]1CCCO	-9%	i	6%	-2%	-1%
COc1ccc(C2/C=C\CC(OCc3ccccc3)CC(=O)N2Cc2cccc(F)c2)cc1 (stereo not given)	x	2.0%	x	x	-5%
Cc1ccc(C)c(NC2CCCCC2NS(=O)(=O)c2ccccc2)c1 (stereo not given)	6%	0.6%	-36%	9%	20%
CCCC(=O)c1c(NCCO)cc(C)oc1=O	1%	i	-14%	-13%	1%	VEEV TC-83 Vero 10K pilot screen=0.5
COCCN(C(=O)COC(=O)c1cccnc1SC)c1c(N)n(Cc2ccccc2)c(=O)[nH]c1=O	1%	i	5%	7%	11%
Cc1nc(CC(=O)c2c(C)cc(O)cc2O)cs1	3%	i	1%	-4%	4%

Entries above containing a thiophene ring, fused or not (three):
SMILES	M. tuberculosis HTS	VEEV TC-83 Vero	Salmonella PhoP GFP	M. tuberculosis	H1N1 NS1A inhibition	others
O=C(N/N=C/c1cccs1)c1n[nH]c2c1CCCC2	-4%	0.7%	-11%	4%	-20%
COc1ccc(NC(=O)CCCNC(=O)Cn2cnc3sc(C)c(C)c3c2=O)cc1Cl	-8%	1.0%	7%	-6%	6%
Brc1cccc(CNCc2cccs2)c1	-2%	1.1%	-6%	17%	-4%

Molecules shown so far that contain bromine, in the order listed:
SMILES	M. tuberculosis HTS	VEEV TC-83 Vero	Salmonella PhoP GFP	M. tuberculosis	H1N1 NS1A inhibition	others
O=C(O)C(c1ccccc1)N1C(=O)/C(=C\c2ccc(-c3ccc(Br)cc3)o2)SC1=S (stereo not given)	x	1.5%	x	x	7%
Brc1cccc(CNCc2cccs2)c1	-2%	1.1%	-6%	17%	-4%
C=CCOC(=O)C1=C[C@H](c2ccc(Br)cc2)C[C@H](OCc2ccc(CO)cc2)O1	5%	0.8%	-3%	73%	0%
Cc1nn(Cc2noc(C(=O)NCCc3ccccn3)n2)c(C)c1Br	-3%	i	-10%	7%	10%

(continued)
SMILES	M. tuberculosis HTS	VEEV TC-83 Vero	Salmonella PhoP GFP	M. tuberculosis	H1N1 NS1A inhibition	others
CCCOc1ccc(C2C(=O)N(C3CCCCC3)CC(=O)N2CCCOCC)cc1OC (stereo not given)	-2%	i	5%	26%	0%
CC1N=C2c3ccccc3N=C(SCc3cc(=O)n4cc(Cl)ccc4n3)N2C1=O (stereo not given)	-2%	8.0%	6%	1%	9%
Cc1ccc(C(C)C)c(OCCn2ccnc2C)c1	10%	0.4%	-5%	8%	-37%
CC1CCN(c2ccccc2NC(=O)c2cc3ccccc3o2)CC1	u	3.3%	-10%	29%	-14%
O=C(NCc1ccc(Cl)cc1)[C@@H]1CCCN1S(=O)(=O)c1ccc(Cl)cc1	11%	i	x	29%	-2%
Cc1ccccc1N1C(=O)NC(=O)/C(=C/c2ccc(N3CCOCC3)o2)C1=O	1%	i	-27%	11%	5%
CC(=O)NC(Cc1ccc(F)cc1)C(=O)NC1CCN(C(=O)Nc2ccccc2C)CC1 (stereo not given)	-5%	0.2%	3%	13%	6%
Cc1ccc(S(=O)(=O)N(C(=O)c2ccncc2)c2ccc(OC(=O)c3ccncc3)c3ccccc23)c(C)c1	7%	6.5%	0%	u	4%
Cn1c(=O)cc(SCC(=O)N2CCCC2)c2ccccc21	-13%	8.1%	1%	-2%	5%
COCCNC(=O)C1CC2Cn3c(nc4cc(C)c(C)cc43)C2N1C (stereo not given)	-1%	i	-16%	-4%	2%	VEEV TC-83 Vero 10K pilot screen=0.4
O=C(O)c1ccccc1NS(=O)(=O)c1cccc2nsnc12	8%	1.6%	-3%	46%	-1%
CN(C(=O)C1CCC1C(=O)O)c1nc(-c2ccc(Cl)s2)cs1 (stereo not given)	8%	2.7%	-3%	11%	8%
COc1cc(/C=N/NC(=O)c2ccc(N3CCCC3=O)cc2)ccc1O	-2%	7.7%	-14%	27%	-6%
COc1ccccc1NC(=O)C(C)OC(=O)c1cc2ccccc2[nH]1 (stereo not given)	21%	6.7%	x	30%	-13%
CCn1c(SCC(=O)Nc2oc(-c3ccccc3)c(-c3ccccc3)c2C#N)nnc1-c1ccncc1	-3%	0.1%	12%	11%	9%
CC(C)(CC(=O)O)CC(=O)Nc1ccc2c(c1)ncn2CCc1ccccc1	-1%	0.1%	0%	-15%	-3%
CCn1c(=O)c(C(=O)CN(C)CC(=O)Nc2ccccc2Br)c(N)n(Cc2ccccc2)c1=O	x	8.6%	x	x	-2%
O=C(O/N=C/c1ccc2c(c1)OCO2)c1ccccc1Cl	u	x	12%	u	x
CCN1C(=O)[C@@H]2[C@@H](c3ccc(SC4CCCCC4)c(OC)c3)N3CCCC[C@@]3(C(=O)OC)[C@@H]2C1=O	-1%	4.6%	x	16%	2%
O=C(Cc1n[nH]c(=O)[nH]c1=O)N/N=C/c1ccccc1O	1%	i	5%	-12%	-2%
O=C(O)c1cccc(N/C(=N\S(=O)(=O)c2ccccc2)c2ccccc2)c1	0%	1.4%	1%	-1%	-16%
O=C(CSc1nncn1-c1ccccc1)Nc1cc(Cl)cc(Cl)c1	3%	4.4%	5%	0%	-2%
O=C(Nn1cnnc1)c1cc(-c2ccccn2)nc2ccccc12	1%	2.2%	-20%	-2%	0%	VEEV TC-83 Vero 10K pilot screen=0.1
COc1ccccc1COCC(O)CNCCc1ccc(C(F)(F)F)cc1 (stereo not given)	1%	6.0%	6%	x	24%
O=C(Cc1c(Cl)cccc1Cl)NC1CC1	2%	i	-3%	-9%	-19%
Other entries follow.
SMILES	M. tuberculosis HTS	VEEV TC-83 Vero	Salmonella PhoP GFP	M. tuberculosis	H1N1 NS1A inhibition	others
CSc1ccc(Cl)c(C(=O)OCC(=O)NCC(C)C)c1	-10%	1.1%	1%	59%	-1%
CN(Cc1ccco1)C(=O)CN1C(=O)NC2(CCCCC2)C1=O	1%	0.8%	x	2%	-6%
Cc1cccc(N2CCN(C(=O)c3cccc(N4C(=O)C5C6C=CC(C6)C5C4=O)c3)CC2C)c1 (stereo not given)	-3%	u	4%	6%	2%
O=C(Nc1nc2ccc(S(=O)(=O)N3CCCC3)cc2s1)c1cccs1	-8%	8.2%	8%	5%	5%
CC(C)C[C@@H](CN1CCCC1CN1C(=S)NC[C@@H]1Cc1ccc(O)cc1)N1C[C@H](Cc2ccc(O)cc2)N(CC2CCCCCC2)C1=S (stereo not given in full)	x	i	x	x	-9%
O=C(CSc1nnc(C2CC2)n1-c1ccccc1)NCCN1C(=O)CSC1=O	-2%	1.1%	3%	-5%	-6%
Cc1ccc(S(=O)(=O)N2CCN(C(=O)c3ccccc3)CC2)c(C)c1NS(C)(=O)=O	-1%	0.6%	15%	2%	-8%
Cn1ncc([N+](=O)[O-])c1C(=O)N/N=C/c1c[nH]c2ccccc12	1%	0.1%	-7%	-24%	-16%
CN1CCN(CCCNC(=O)c2ccc(/C=C3\Sc4ccccc4N(Cc4ccccc4F)C3=O)cc2)CC1	x	5.8%	x	x	6%
O=c1c2c3c(sc2ncn1-n1cccc1)CCCCC3	5%	2.1%	-7%	5%	-4%
C=CCS(=O)(=O)N1CCC(CCOc2ccccc2)(C(=O)OCC)CC1	6%	6.9%	1%	3%	-8%
